# CHRM5 antagonist = CHRM5 antagonism in calcium assay | P08912 | CHO-hM5 cells, Fluo-8 calcium fluorescence, ACh EC80 | inhibition, % at 3 µM | actives 0.59% (n = 360,000);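 active = inhibition above a per-plate cutoff, the mean of that plate's test compounds plus 3 SD, cut at about 27% in these data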;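 also: 0% = acetylcholine EC80 with DMSO and 100% = DMSO without agonist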
# Target sequence (P08912 whole entry, looked up): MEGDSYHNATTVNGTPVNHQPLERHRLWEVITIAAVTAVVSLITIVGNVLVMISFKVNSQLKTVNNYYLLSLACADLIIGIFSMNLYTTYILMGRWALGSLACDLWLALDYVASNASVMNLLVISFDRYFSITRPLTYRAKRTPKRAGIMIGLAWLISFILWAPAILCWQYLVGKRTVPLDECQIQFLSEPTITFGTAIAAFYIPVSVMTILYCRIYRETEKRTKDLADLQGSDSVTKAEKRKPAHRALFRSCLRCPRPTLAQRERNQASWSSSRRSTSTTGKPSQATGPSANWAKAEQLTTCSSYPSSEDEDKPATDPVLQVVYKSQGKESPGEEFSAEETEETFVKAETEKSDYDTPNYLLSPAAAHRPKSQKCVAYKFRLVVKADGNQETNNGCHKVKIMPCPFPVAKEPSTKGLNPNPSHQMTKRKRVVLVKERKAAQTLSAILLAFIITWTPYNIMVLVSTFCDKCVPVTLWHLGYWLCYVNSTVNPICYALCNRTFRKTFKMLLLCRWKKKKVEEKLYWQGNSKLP
# TAAR1 ag = agonists of human TAAR1 | Q96RJ0 | CHO RD-HGA16 TAAR1, Fluo-8 calcium fluorescence; vehicle wells 0%, saturating PEA agonist 100% | activation, % at 3 µM | actives 0.99% (n = 360,000);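 active = activation above the mean activation of all test compounds in the run plus 3 SD, cut at about 38% in these data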
# Target sequence (Q96RJ0 whole entry, looked up): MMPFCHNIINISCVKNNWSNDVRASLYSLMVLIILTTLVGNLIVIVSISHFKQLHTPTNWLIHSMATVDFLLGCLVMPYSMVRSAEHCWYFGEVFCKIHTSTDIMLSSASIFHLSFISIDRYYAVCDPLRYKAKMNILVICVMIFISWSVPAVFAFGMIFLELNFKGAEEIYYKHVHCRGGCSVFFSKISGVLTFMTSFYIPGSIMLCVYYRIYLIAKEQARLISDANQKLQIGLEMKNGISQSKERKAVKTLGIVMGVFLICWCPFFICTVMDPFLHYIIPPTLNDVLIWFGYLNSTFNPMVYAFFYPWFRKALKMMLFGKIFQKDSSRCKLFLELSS
#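 Test system: RD-HGA16 (CHO) cells co-expressing Gα16 and hTAAR1 / Benchmarks: DMSO vehicle as 0%, PEA at EC100 as 100% / Repeats: no replicates (n 1) / Measure: % activation from peak over basal fluorescence ratio, DMSO-to-PEA scaled / Timing: 17-24 h plating, Fluo-8 75 min 37 °C, 30 min RT / Technique: kinetic Fluo-8 calcium fluorescence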
# M1 PAM = positive allosteric modulators of human M1 muscarinic receptor; P11229; CHO-K1 hM1, Fluo-8 calcium fluorescence, ACh EC20; 0% = ACh EC20, 100% = maximal ACh; activation, % at 3 µM; actives 0.088% (n = 360,000); AID 588819; in the data active = activation above about 19%, passing the limit was not always enough
# CHRM4 antagonist = CHRM4 antagonism in calcium assay; CHO-hM4 cells, ACh EC80, Fluo-8 calcium fluorescence; actives 0.73% (n = 360,000); inhibition, % at 3 µM;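 active = inhibition above its plate's cutoff, the mean inhibition of sample wells plus 3 SD, cut at about 27% in these data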;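 also: 0% = acetylcholine EC80 with DMSO and 100% = DMSO without agonist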
# M1 antag = human CHRM1 antagonism; CHO-K1 hM1, Fluo-8 calcium fluorescence, ACh EC80 antagonist; inhibition, % at 3 µM; actives 1.3% (n = 360,000); AID 588852;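 active = percent inhibition above its own plate's cutoff, namely the mean of that plate's compound wells plus 3 SD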;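 also: peak over basal fluorescence ratio during 140 s after agonist addition; 0% = ACh EC80 plus DMSO and 100% = DMSO alone without agonist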
# CHRM4 agonist = CHRM4 agonism in calcium assay; CHO-K1 hM4/Gqi5, Fluo-8 calcium fluorescence; vehicle 0%, full acetylcholine response 100%; actives 0.14% (n = 360,000); P08173; activation, % at 3 µM;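 active = activation above the run mean over all test wells plus 3 SD, cut at about 32% in these data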;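 also: peak over basal fluorescence ratio per well then scaled between controls; 0% = DMSO wells and 100% = acetylcholine at EC100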
# CHRM5 PAM = CHRM5 positive allosteric modulation; P08912; CHO-K1 hM5, Fluo-8 calcium, ACh EC20 PAM; 0% = ACh EC20, 100% = ACh EC100; activation, % at 3 µM; actives 0.3% (n = 360,000);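 active = activation above the run cutoff, the mean activation of all test compounds plus 3 SD, cut at about 18% in these data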
#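 System: CHO-K1 hM5 cells. Reagent: acetylcholine, EC20 level. Compound dosing: single dose, 3 µM nominal final test concentration. Timing: Post-acetylcholine fluorescence recording 140 s. Detection: Fluo-8 calcium fluorescence. Read-out: % activation, ACh-normalized. Benchmarks: ACh EC20 and EC100 wells. Repeats: singlicate, one well per test compound.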
# CHRM5 agonist = CHRM5 agonism in calcium assay | actives 0.19% (n = 360,000) | CHO-K1 hM5 cells, Fluo-8 calcium fluorescence; 0% DMSO wells, 100% maximal acetylcholine response | activation, % at 3 µM;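 active = activation above the run's mean over test compounds plus 3 SD, cut at about 23% in these data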;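 also: signal is peak over basal fluorescence ratio across the kinetic read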
# CHRM1 agonist = agonists of human M1 muscarinic receptor; CHO-K1 hM1, Fluo-8 calcium fluorescence, agonist mode; 0% DMSO, 100% acetylcholine EC100; activation, % at 3 µM; actives 0.33% (n = 360,000); AID 588814;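 active = activation above the run's mean compound activation plus 3 SD, cut at about 16% in these data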;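 also: peak over basal fluorescence ratio within a 140 s kinetic read after compound addition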
# * = called active by the depositor; . = not tested or not shown. Only part of the results is shown; the hit share may differ from the screen's.
SMILES,CHRM5 antagonist,TAAR1 ag,M1 PAM,CHRM4 antagonist,M1 antag,CHRM4 agonist,CHRM5 PAM,CHRM5 agonist,CHRM1 agonist
O=C(NNC(=O)c1cccnc1)Nc1ccc([N+](=O)[O-])cc1,6.3,2.2,9.8,0.3,-5.5,1.1,-1.8,1.5,1.1
COc1ccc(N2C(=O)C(Cl)=C(Nc3c(C)n(C)n(-c4ccccc4)c3=O)C2=O)cc1,-4.6,-0.5,0.1,5.7,8.4,1.3,0.9,1.0,-6.8
CN(C(=O)c1cccnc1)c1nnc(-c2cnccn2)s1,9.5,2.7,2.2,-1.9,-1.2,0.6,2.5,1.1,-2.3
CC(C)(C)NC(=O)C1(C)CCC(=O)N1CCCn1ccnc1 (stereo unspecified),0.7,4.1,7.2,-8.0,-8.6,0.9,-3.4,4.5,-2.6
COc1ccc(S(=O)(=O)c2ccc(OC)cc2)cc1,-0.9,4.5,-4.6,-2.9,8.7,0.6,0.8,-7.4,-0.4
O=C(NC(=S)NCCc1ccccn1)c1ccco1,-6.2,2.9,5.6,-14.8,-3.5,-1.1,1.6,-3.8,-7.5
Cc1cc(C=O)c(O)cc1O,4.9,0.1,5.8,-2.0,-1.2,3.8,5.5,2.1,-2.6
c1ccc(COc2ccc(OCCCNC3CCCC3)cc2)cc1,4.4,53.4*,-23.2,3.5,28.7*,16.3,-13.2,-6.7,3.4
CC(=O)NC(C)c1cc(F)c2cccnc2c1O (stereo unspecified),2.8,4.6,7.2,-3.1,-3.9,2.5,5.8,1.4,-4.8
Cc1ccc(C(=O)COc2ccccc2N2C(=O)c3ccccc3C2=O)cc1,-4.2,1.2,0.4,-0.3,5.9,0.8,5.2,-1.5,-4.5
Cc1ccc(CNC(=O)c2ccccc2N)cc1,-3.5,5.0,4.2,-1.3,-4.4,0.0,3.4,2.5,0.5
COC(=O)CCC(=O)OC1(C)C(=O)C2=CN(Cc3ccc(OC)cc3)C(c3ccc(OC)cc3)=CC2=C(Br)C1=O (stereo unspecified),0.8,5.3,6.7,-6.7,2.2,2.1,0.5,1.1,-1.6
NS(=O)(=O)c1ccc(CCNS(=O)(=O)c2ccc(Cl)cc2)cc1,9.8,2.0,-10.4,-3.7,100.8*,-0.4,-4.2,-3.6,-2.6
O=C1NC(=O)C(Cc2c[nH]c3ccccc23)N1 (stereo unspecified),-9.5,1.4,4.3,1.4,-2.5,1.5,2.5,-1.4,-0.6
O=C(CCCN1C(=O)/C(=C/c2cccc(Br)c2)SC1=S)NCCCN1CCOCC1,3.0,2.0,1.8,-4.3,-3.5,3.5,0.5,-0.8,-4.5
COC(=O)c1cc(=O)n(Cc2ccc(OC)c(OC)c2)c(=Nc2ccc(F)cc2)s1,-3.4,1.6,6.0,-10.8,-13.1,-0.2,4.8,0.3,-2.6
C[C@H]1CN([C@@H](C)CO)C(=O)CCCn2cc(nn2)CO[C@@H]1CN(C)C(=O)Nc1ccc2c(c1)OCCO2,-1.4,3.7,-11.3,-0.8,15.0,3.4,-3.3,2.7,-2.3
O=C(C(=O)N1CCN(c2ccccc2F)CC1)c1cn(CC(=O)N2CCOCC2)c2ccccc12,3.8,0.5,1.7,-2.0,-2.5,3.8,0.6,-2.1,-3.9
Cc1cc(C)c2c(C)c(C(=O)NCc3ccncc3)oc2c1,-4.8,7.4,2.0,7.9,-1.2,-0.5,5.5,-3.3,-6.2
Nc1c(C(=O)NCCN2CCOCC2)c2nc3ccccc3nc2n1CCc1ccccc1F,10.2,15.1,-1.7,-0.2,6.8,15.6,-9.1,1.8,-6.4
O=C(CSc1nnc(Cc2ccccc2)n1-c1ccc(F)cc1)N1CCOCC1,-5.0,10.3,6.5,-1.4,-6.3,0.5,3.5,1.1,-1.6
O=C(Nc1ccc2c(c1)C(=O)NC2=O)c1ccc2ncsc2c1,-12.8,9.2,7.4,-1.0,2.5,0.7,6.9,-2.1,-5.7
COc1c2ccoc2c(OCC=C(C)C)c2oc(=O)ccc12,6.4,-2.5,-8.9,4.7,-17.6,0.6,5.6,-6.8,-10.0
CC(=O)N1c2ccc(S(=O)(=O)NCCc3ccc(Cl)cc3)cc2CC1C (stereo unspecified),-2.5,19.0,-4.0,7.3,-1.8,10.9,-1.9,6.9,0.2
Cc1ccc(OCC(=O)N/N=C\c2ccc(O)c([N+](=O)[O-])c2)c([N+](=O)[O-])c1,-4.2,2.1,0.9,-1.0,-0.4,4.8,-7.5,2.7,-1.5
Cc1cccc(S(=O)(=O)N2CCC(CO)(Cc3ccccc3)CC2)c1,10.8,10.6,3.3,4.3,-3.9,2.4,-5.8,3.3,-0.3
Cc1[nH]n2c(=O)c3c(nc2c1-c1ccc(Cl)cc1)CCC3,0.6,.,11.7,-3.2,-11.0,0.3,-3.9,0.8,-3.8
COc1ccc(CNC(=O)C(C)N=C2NS(=O)(=O)c3ccccc32)cc1OC (stereo unspecified),2.6,5.2,3.9,25.2,-2.4,2.0,-2.8,1.6,-2.7
COCCCNC(=O)C[C@@H]1C[C@@]2(C(=O)OC)CCCCC=C2N(Cc2cccc3ccccc23)C1=O,8.3,14.1,.,7.1,.,15.7,-8.0,5.8,.
Cc1ccc(OCCC(=O)OCC(=O)c2c(N)n(CC(C)C)c(=O)n(C)c2=O)cc1,16.0,6.8,-16.1,0.3,26.0,15.6,-27.8,2.7,-1.9
COc1cccc(C2=N/C(=C\N(C)C)C(=O)O2)c1,2.3,4.0,-9.2,-3.2,5.5,0.6,4.1,0.6,-1.0
COc1ccc(-c2oc3cc(OC)c(O)c(OC)c3c(=O)c2OC)cc1O,-1.2,1.9,-2.4,-7.3,0.3,8.6,-9.6,-0.2,-9.4
CC(=O)Nc1nc(S(=O)(=O)c2ccc(C)cc2)c(Cl)s1,-4.3,2.7,3.6,3.7,-1.0,3.2,1.2,-8.0,-1.4
Cc1nonc1NC(=O)CSc1nc(C23CC4CC(CC(C4)C2)C3)nc2ccccc12,-4.9,1.7,7.6,-8.1,-0.2,0.9,4.0,4.0,-2.1
CC(C)(C)c1ccc(/C=C2\CCn3c2nc2cc(C(=O)O)ccc2c3=O)cc1,4.2,.,9.6,-15.5,-3.3,-0.7,-3.3,-4.1,-0.7
COc1ccc(CNC(=O)CSc2nnc(-c3cccnc3)n2N)cc1,9.6,3.5,5.1,-5.4,-6.7,4.2,-1.6,-1.4,-6.6
Cn1cc(S(=O)(=O)N2CCc3ccccc32)cc1C(=O)Nc1ccc(Cl)cc1,-8.6,-0.6,21.9,-13.7,-13.8,1.1,6.3,0.6,4.1
C[C@]12c3[nH]c4ccccc4c3CCN1C(=O)C(CC(=O)NCCc1ccccn1)C[C@@H]2C(=O)N1CCCCC1 (stereo partly specified),2.3,9.2,0.4,-4.3,-3.8,0.0,-3.5,0.1,-7.6
O=C1CC(SC(=NCc2ccc3c(c2)OCO3)Nc2ccccc2)C(=O)N1 (stereo unspecified),-5.0,3.5,10.8,1.3,-11.2,2.1,0.4,1.8,-1.4
O=[N+]([O-])c1ccc(S(=O)(=O)NCCN2CCOCC2)cc1,-6.5,-0.8,4.2,7.5,4.5,0.3,8.5,4.5,-6.4
Cc1ccc(CNCC(O)(c2ccccc2)c2ccc(Cl)cc2)cc1 (stereo unspecified),9.1,12.2,-5.5,2.0,-0.2,6.9,0.8,-1.0,-8.8
O=C(NCCC(=O)N1CCCC1)c1ccccc1Cl,-0.1,0.7,16.5,-4.8,-14.5,0.0,1.5,-4.2,-2.3
COc1ccc(CC(=O)OCC(=O)NC2CCCC(C)C2C)cc1OC (stereo unspecified),-1.7,0.1,8.8,11.9,-15.2,1.2,4.2,-0.8,-1.9
Cc1ccc(-c2nc(CS(=O)(=O)CC(=O)NCCN3CCOCC3)c(C)o2)cc1,4.1,4.6,-0.5,6.8,-5.7,-0.3,2.5,0.2,-4.7
CC1CCN(C(=O)C2CCCCN2S(=O)(=O)c2cccc([N+](=O)[O-])c2)CC1 (stereo unspecified),-13.5,2.2,-3.1,-8.3,-1.4,1.7,-11.2,-3.7,-9.3
FC(F)(F)c1cc(Oc2ccc(Cl)cc2)ncc1-c1nnc(-c2ccc(Cl)cc2)o1,-3.9,1.3,2.6,-8.8,-2.3,0.1,1.4,-2.3,-3.3
CN(CCC1CCOCC1)C(=O)C1CCC(=O)N(CCc2ccccc2)C1 (stereo unspecified),0.1,1.8,5.2,4.1,-12.2,0.9,-2.6,-1.5,-2.5
CC(=O)c1cnc2c(C(=O)O)cnn2c1C,-6.6,0.5,4.8,-1.3,-2.4,0.4,3.3,3.3,1.0
CC(=O)C1=C(C)NC2=C(C(=O)CC(C)(C)C2)C1C (stereo unspecified),10.7,0.6,3.6,6.1,-1.0,1.4,0.8,-0.5,-2.8
C[C@H]1CCCCO[C@@H](CN(C)C(=O)NC2CCCCC2)[C@@H](C)CN([C@@H](C)CO)C(=O)c2cc(NC(=O)Cc3ccccc3)ccc2O1,0.0,-0.9,-2.7,1.6,-3.9,-0.5,-0.1,-1.7,-9.2
O=C(O)CCC(=O)NCc1ccc2[nH]c3c(c2c1)CCCC3,1.5,0.1,4.9,-6.2,-14.9,0.4,-0.5,2.5,0.3
COC(=O)[C@]12CCCCC=C1N(Cc1ccco1)C(=O)[C@H](CC(=O)NCc1ccc(OC)c(OC)c1)C2,10.9,10.3,.,-2.1,.,6.4,-13.1,3.7,.
Cc1cnc(NC(=O)CSc2nnc(N)s2)s1,7.5,5.0,-1.1,-0.5,4.9,0.6,0.1,0.7,-3.0
COc1cc(-c2cc(C(=O)Nc3c(Cl)cc(Cl)cc3Cl)c3ccccc3n2)cc(OC)c1OC,4.2,7.5,-1.5,-3.5,2.3,3.4,-2.2,-1.9,-10.4
O=C1c2ccccc2C(=O)N1c1cccc2ccccc12,-2.3,4.4,14.2,-6.5,-12.1,0.8,0.7,0.0,-2.9
CC(C)CCn1cnc2c1c(=O)[nH]c(=O)n2Cc1ccccc1,9.6,-2.1,16.4,1.5,-11.8,0.5,-2.9,0.1,6.0
COC(=O)Cc1ccc(NC(=S)NC2CC2)cc1,10.5,7.7,5.1,0.6,-11.5,-0.5,3.4,-1.4,-3.4
Cc1nn(C)c(C)c1NS(=O)(=O)c1c(C)n[nH]c1C,9.7,5.3,-4.6,-2.6,0.2,0.2,-6.2,-0.9,-2.2
